Compound activity as filed in PubChem BioAssay.
Mm-Cpn inhibitor: blocks the Methanococcus maripaludis chaperonin Mm-Cpn; purified Mm-Cpn ATPase, ADP Transcreener TR-FRET; Potency, µM (top dose mostly 76.9 µM), without a hit: at the highest dose activity, negative = inhibition, most hits filed as inhibitors; actives 0.031% (n = 330,000); further: potency means the concentration at half of the fitted maximal effect; on the % scale 0 is the no-effect control and ±100 the full control effect; nearly all actives have a fitted effect of over 80% in size
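Measured: ADP formation by purified Mm-CPN. Conditions: 25 nM protein, 10 uM ATP, Tris pH 7.4 with Mg2+, K+ and DTT, 37°C for 30 min. Detection: Transcreener HTRF after 30 min at room temperature.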
D3 ag: activates the human D3 dopamine receptor | P35462 | D3R DiscoveRx beta-arrestin cells, luminescence, 90 min | max activation, % | AID 652048 | actives 0.58% (n = 410,000); in the data active means max activation above about 30%; further: 0% is about no effect; mostly tested at two doses, the higher about 12 µM
Target sequence (P35462 whole entry, looked up): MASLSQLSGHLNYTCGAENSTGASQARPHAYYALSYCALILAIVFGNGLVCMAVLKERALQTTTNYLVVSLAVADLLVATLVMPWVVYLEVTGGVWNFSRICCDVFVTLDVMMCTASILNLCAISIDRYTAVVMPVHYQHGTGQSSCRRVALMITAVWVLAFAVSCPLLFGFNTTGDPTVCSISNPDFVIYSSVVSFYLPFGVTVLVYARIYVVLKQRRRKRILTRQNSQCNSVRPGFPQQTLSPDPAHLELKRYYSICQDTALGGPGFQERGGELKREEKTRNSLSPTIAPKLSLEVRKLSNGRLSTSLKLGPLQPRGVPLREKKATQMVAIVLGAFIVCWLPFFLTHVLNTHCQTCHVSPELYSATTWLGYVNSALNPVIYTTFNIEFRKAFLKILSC
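Agonist mode: compounds and dopamine controls were applied to plated cells for 90 min at 37 degrees C after an overnight attachment at 1500 cells/well. Luminescent read-out followed 30 - 60 minutes at room temperature with DiscoveRx detection reagent.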
D3 antag: D3 dopamine receptor (human) antagonism; P35462; D3R cells, DiscoveRx beta-arrestin luminescence, antagonist mode; stronger effect = lower value; max response, negative = inhibition, %; actives 2.5% (n = 360,000); in the data active means max response below about -50%; inconclusive means no clear call, values can overlap the other calls; further: on the % scale 0 is the no-effect control and ±100 the full control effect; mostly tested at two doses, the higher about 12 µM
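Cells plated overnight at 1500 cells/well, then exposed to library compounds with dopamine controls for 90 minutes at 37 degrees C. DiscoveRx reagent added for 30–60 minutes at room temperature; luminescence read, quantitative HTS format.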
Akt phos inh: blocks phosphorylation of Akt | Neuro2A IGF-stimulated pAkt S473 HTRF, 20 min; stronger effect = lower value | activity change, % for hits at 50 µM | actives 0.32% (n = 360,000) | AID 651550; in the data active means activity change below about -80%; inconclusive means mostly about -51% to -80%; further: on the % scale 0 is the no-effect control and ±100 the full control effect
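Neuro2A cells in DMEM with 0.5% FBS, overnight at 37 deg C, given compound at single 50 µM final, then IGF (6 nM final) for 20 min at 37 deg C. Lysed; phospho-Akt Ser473 by HTRF after 24 h, 665/615 ratio.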
EPAC2 agonist: agonists of human EPAC2 (RAPGEF4); Q8WZA2; EPAC2 activation, biochemical qHTS; response scale: 100% = 6.5 mM cAMP response; Potency, µM (series often up to 154 µM), without a hit: top-dose activation, most hits filed as activators; actives 0.079% (n = 360,000); further: potency means the concentration at half of the fitted maximal effect; nearly all actives have a fitted effect of over 50% in size
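Compounds were added across a concentration range to EPAC2 (100 nM), RAP1B-BODIPY-GDP (250 nM) and GDP (50 uM). After 5 min at room temperature, fluorescence was recorded at 5-min intervals for 30 min.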
EPAC2 antagonist: blocks human EPAC2 exchange factor; EPAC2 GEF exchange of Rap1B-BODIPY-GDP, fluorescence; Potency, µM (highest dose often 114 µM), for the others: at the highest dose activity, negative = inhibition, most hits filed as inhibitors; actives 0.18% (n = 360,000); AID 720708; further: potency means the concentration at half of the fitted maximal effect; on the % scale 0 is the no-effect control and ±100 the full control effect; nearly all actives have a fitted effect of over 45% in size; many of its hits are not listed in these tables
PTHR1 agonist: activates the human parathyroid hormone receptor PTHR1; Q03431; HEK293 GP2 PTHR1 cells, GloSensor cAMP luminescence, 1 h; Potency, µM (top dose mostly 115 µM), for inactives: at the highest dose activation, actives largely listed as activators; actives 0.075% (n = 410,000); further: potency means the concentration at half of the fitted maximal effect; nearly all actives have a fitted effect of over 55% in size; some results filed as inactive show a strong effect at the top dose; inactives centre near -15; many of its hits are not listed in these tables
Target sequence (Q03431 whole entry, looked up): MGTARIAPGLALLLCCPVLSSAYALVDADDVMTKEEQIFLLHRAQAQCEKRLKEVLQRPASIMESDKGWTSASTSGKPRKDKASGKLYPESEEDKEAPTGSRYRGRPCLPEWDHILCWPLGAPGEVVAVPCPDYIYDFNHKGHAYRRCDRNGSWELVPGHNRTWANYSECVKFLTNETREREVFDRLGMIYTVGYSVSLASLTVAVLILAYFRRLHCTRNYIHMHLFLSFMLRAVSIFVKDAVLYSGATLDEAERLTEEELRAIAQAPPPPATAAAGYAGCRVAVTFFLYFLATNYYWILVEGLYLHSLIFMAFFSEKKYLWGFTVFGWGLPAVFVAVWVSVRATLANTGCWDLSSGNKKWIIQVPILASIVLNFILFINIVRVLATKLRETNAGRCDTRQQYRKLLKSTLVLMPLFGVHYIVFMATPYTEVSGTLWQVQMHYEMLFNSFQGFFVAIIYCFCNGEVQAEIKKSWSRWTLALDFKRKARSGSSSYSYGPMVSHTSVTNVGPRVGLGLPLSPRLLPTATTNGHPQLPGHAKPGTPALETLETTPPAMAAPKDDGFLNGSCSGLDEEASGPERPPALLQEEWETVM
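HEK-293-derived GP2 cells expressing PTHR1 and a GloSensor cAMP reporter, 3,000/well, plated overnight, given luciferin plus IBMX (each 0.5 mM as added) for 1 h at 37 °C, then compound for 1 h at 37 °C. Luminescence was read after 15 min at room temperature.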
CCT modulator: modulators of cytosolic chaperonin (CCT/TRiC) activity. purified chaperonin ATPase assay, HTRF ADP detection, 30 min. activity change, % (concentration not given with the values), hits read low. actives 0.3% (n = 360,000). AID 651819; in the data active means activity change below about -30%; further: on the % scale 0 is the no-effect control and ±100 the full control effect
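Nucleotide hydrolysis assay: TRiC at 20–40 nM final (set by batch activity) with 10 uM ATP, 30 min at 37 °C, in presence of 76 uM compound. Detection by competitive ADP HTRF, 30 min ambient.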
Starred values were filed as active, the others as inactive; i = inactive; ? = inconclusive; / = not tested or not shown; & = joins results of further samples; ! = repeats disagree; [ ] = another dose, or the depositor's remark. Unless noted, the call rests on the fitted dose curve; in most records, active means well fitted curve in the direction sought with a large enough effect; inconclusive means small, poorly fitted or top-dose-only effect, or another doubt; inactive means no such curve, though single readings can be large; an effect the other way counts as inactive or inconclusive.

SMILES	Mm-Cpn inhibitor	D3 ag	D3 antag	Akt phos inh	EPAC2 agonist	EPAC2 antagonist	PTHR1 agonist	CCT modulator
CC1Cc2ccccc2N1C(=O)CSc1nc2ccccc2n1CC(=O)N1CCOCC1 (stereo not drawn)	-3%	2	13	/	8%	-4%	-6%[57.5 µM]	1.8
O=C(CCNC(=O)c1ccccc1Cl)NNC(=O)c1ccccc1O	0%	-1	-5	i	-11%	1%	-16%	2.2
CCOC(=O)c1nnn(CC(=O)N2N=C(c3ccc(Cl)cc3)CC2c2ccccc2)c1C(=O)OCC (stereo not drawn)	-12%	-1	8	i	0%	0%	i	-1.2
COc1ccccc1/C=C/C(=O)NCC(=O)N=Nc1c(O)[nH]c2ccccc12	-1%	-19	?	/	10%	1%	i	-4.2
Cc1ccc(C)c(NS(=O)(=O)c2ccc(OCC(=O)NCc3ccccn3)cc2)c1	0%	-9	4	i	8%	-10%	i	-1.5
c1ccc2c(c1)CN1C(=N2)COc2ccccc2C1c1nc2ccccc2[nH]1 (stereo not drawn)	/	-10	?	i	11%	-3%	i	-5.1
C=CCn1c(C)cc(C(=O)CSc2n[nH]c(N)n2)c1C	-4%	-4	0	i	2%	1%	i	-0.1
Cc1ccc(C(=O)Nc2sc(C(=O)N(C)C)c(C)c2C#N)cc1	-5%	-6	0	i	9%	4%	i	-0.1
Cc1nnc(N2C(=O)c3oc4ccccc4c(=O)c3C2c2ccco2)s1 (stereo not drawn)	-8%	1	15	i	3%	1%	-44%[inhibitor]	0.1
CCOc1ccc(N2C(=O)CC(Sc3ncccn3)C2=O)cc1 (stereo not drawn)	1%	0	-6	i	3%	-2%	-6%[57.5 µM]	1.7
COc1ccc(/C=N/NC(=O)c2ccc(Br)o2)cc1Cn1cc([N+](=O)[O-])cn1	0%	1	-7	i	3%	-2%	i	-5.5
O=S(=O)(Nc1cc(Sc2cccc3cccnc23)c(O)c2ccccc12)c1ccc(F)cc1	-5%	-8	-23	i	13%	-6%	-13%	-1.6
CCC(C)(C)c1ccc(OCCCC[n+]2cccc(C)c2)c(C(C)(C)CC)c1	1%	-6	-2	i	-6%	-20%	-27%	0.6
CCCCCn1nnnc1-c1nc2cc(C)c(C)cc2[nH]c1=O	/	-2	0	i	2%	-16%	-11%	-1.8
Cc1ccc(S(=O)(=O)Nc2ccc3c(c2)C(=O)N([C@H](C)CO)C[C@H](C)[C@@H](CN(C)C(=O)NC2CCCCC2)OCCCC[C@@H](C)O3)cc1	/	-8	-17	i	-4%	-7%	-9%	-2.5
O=C(NCCC1CC1(Cl)Cl)Nc1ccccc1 (stereo not drawn)	-1%	3	-3	i	4%	12%	i	3.9
Cc1ccc(C(=O)N/C(=C\c2cccs2)C(=O)NCc2ccncc2)cc1	1%	-5	?	i	6%	10%	-24%[57.5 µM]	-2.4
Nc1cc(=O)[nH]c(SCCSc2ccccc2)n1	-9%	6	12	i	7%	1%	-34%	-4.1
CCOCCCNc1ccc(N2C(=O)C3CCCCC3C2=O)cc1[N+](=O)[O-] (stereo not drawn)	-1%	-12	-10	i	5%	1%	-5%	1.4
O=C(Cc1ccccc1)NNC1CC(=O)N(c2ccccc2)C1=O (stereo not drawn)	1%	-1	2	i	-2%	1%	i	-7.6
COC(=O)Nc1nc(C)c(C(=O)N(C)C)s1	-1%	7	15	-127%*	7%	-1%	i	-0.8
COc1ccc(F)cc1C(=O)C1CCCN(Cc2ccc(Sc3nncn3C)o2)C1 (stereo not drawn)	-1%	-13	?	i	4%	-6%	-18%	1.4
Cc1nc(C)c(C(=O)C2=C(O)C(=O)N(CCN3CCOCC3)C2c2cccs2)s1 (stereo not drawn)	-2%	-4	-11	i	3%	6%	i	1.7
CN(Cc1ccccc1)C(=O)Nc1c(Cl)cccc1Cl	/	-7	-51*	i	6%	1%	?	-2.1
CCS(=O)(=O)N1CCC(C(=O)NCc2ccc(OC)cc2)CC1	-2%	16	4	i	2%	-2%	i	-19

(more compounds)
SMILES	Mm-Cpn inhibitor	D3 ag	D3 antag	Akt phos inh	EPAC2 agonist	EPAC2 antagonist	PTHR1 agonist	CCT modulator
COc1cc(-c2ccccc2)[nH]c(=S)n1	-1%	2	2	i	1%	7%	-21%	1.0
Cc1ccc(/C=C2/SC(=S)N(CCC(=O)NCCCN3CCOCC3)C2=O)cc1	0%	2	7	i	2%	-13%	i	1.4
CCNS(=O)(=O)c1ccc(NC(=S)NCc2ccco2)cc1	2%	-2	-7	i	-1%	12%	i	-2.5
CCOc1ccc(CN(C)CCc2ccccn2)cc1	-1%	-11	?	i	10%	8%	i	-0.5
Cc1cc(N2CCOCC2)nc2ccc(NC(=S)N3CCCCC3C)cc12 (stereo not drawn)	1%	-8	17	i	6%	-4%	-2%	1.6
COc1ccc(C(CNC(=O)c2cccc(NS(=O)(=O)c3ccccc3)c2)N(C)C)cc1 (stereo not drawn)	0%	-10	?	i	-3%	20%	i	-0.3
Cc1ccsc1C(=O)N(Cc1nnc(-c2ccccc2Cl)o1)C1CC1	-10%	6	19	i	4%	12%	-25%	-2.0
CCC1CCCCN1c1nc2c(C=O)c(C)nn2c2ccccc12 (stereo not drawn)	-6%	-3	-10	i	12%	-2%	i	-0.9
Cc1ccc(NC(=O)CCn2cnc3ccccc3c2=O)cc1Cl	2%	3	-4	i	3%	-11%	i	-2.6
Cc1noc(C)c1COc1ccc(C(=O)OCC(=O)NC23CC4CC(CC(C4)C2)C3)cc1	0%	-1	-15	i	13%	-3%	-30%[57.5 µM]	-2.1
Cc1ccc(C)c(OCC(=O)N/N=C\c2cccn2C)c1	2%	2	18	i	-11%	1%	-14%	-2.6
O=C1CC(c2ccco2)CC(O)=C1C=Nc1ccccc1-c1ccccc1 (stereo not drawn)	-1%	-14	-105*	i	8%	-14%	-12%	-3.9
O=C(CC1S/C(=N/N=C/c2ccco2)NC1=O)Nc1cccc(Cl)c1Cl (stereo not drawn)	3%	-3	-61*	i	8%	-3%	i	-2.0
COc1ccccc1CCC(=O)N(CCC1=CCCCC1)c1c(N)n(Cc2ccccc2)c(=O)[nH]c1=O	0%	-15	-9	i	-1%	27%	-17%	-2.4
O=C(CSC(=S)N1CCOCC1)c1cc2ccccc2oc1=O	-3%	0	2	i	5%	-20%	-67%[inhibitor]	-1.2
CCCOc1ccccc1C(=O)N(Cc1cccs1)C1CCS(=O)(=O)C1 (stereo not drawn)	-1%	-13	-21	i	14%	-1%	i	-3.9
O=C(Nc1nc2ccccc2n1CCN1CCOCC1)c1ccccc1	1%	1	-10	i	17%	-1%	-13%	-4.5
Cn1c(=O)c2c(n(C)c1=O)=NC1(CCCCC1)N=2	-1%	-1	?	i	10%	0%	i	-2.9
Cc1ccc(S(=O)(=O)NCC(=O)NCc2cc(=O)n(C)c(=O)n2C)cc1C	-16%	-5	2	/	-7%	-3%	-15%	-79*
COc1ccc(CCNS(=O)(=O)c2cn(C)c(=O)n(C)c2=O)cc1	?	3	-27	i	1%	22%	-12%	-2.3
CCC(=O)Nc1ccc(NC(=O)CSc2nnnn2-c2cccnc2)cc1C	-1%	-1	-11	i	4%	-1%	i	-0.9
CCN(CC(=O)Nc1ccc2c(c1)OCCO2)C(=O)/C=C/c1cc(Br)ccc1OC	/	-3	41	i	5%	-7%	-26%	0.6
COc1ccccc1N1C(N)=NC(N)=NC1(C)C	-1%	-11&7	-53*!	i	7%&-2%	6%&-4%	-13%	0.8&0.4
COc1ccccc1Nc1n[nH]c(=S)s1	-3%	-7	-28	i	-1%	7%	i	-0.8
Cc1ccccc1C(=O)Nc1ccnn1C1CCN(Cc2ccncc2)CC1	2%	-3	-2	i	-1%	0%	-12%	-1.6

Of the compounds above, 2 contain fluorine:
SMILES	Mm-Cpn inhibitor	D3 ag	D3 antag	Akt phos inh	EPAC2 agonist	EPAC2 antagonist	PTHR1 agonist	CCT modulator
O=S(=O)(Nc1cc(Sc2cccc3cccnc23)c(O)c2ccccc12)c1ccc(F)cc1	-5%	-8	-23	i	13%	-6%	-13%	-1.6
COc1ccc(F)cc1C(=O)C1CCCN(Cc2ccc(Sc3nncn3C)o2)C1 (stereo not drawn)	-1%	-13	?	i	4%	-6%	-18%	1.4

Next section
SMILES	Mm-Cpn inhibitor	D3 ag	D3 antag	Akt phos inh	EPAC2 agonist	EPAC2 antagonist	PTHR1 agonist	CCT modulator
CC1Cc2ccccc2N1C(=O)CN1C(=O)NC2(CCCCC2)C1=O (stereo not drawn)	-1%	0	-10	i	0%	11%	-11%	-1.7
CC(C)(C)C(=O)NC(=S)Nc1ccc(C(F)(F)F)cc1	?	3	9	i	9%	-10%	-65%[inhibitor]	-2.3
O=C(Nc1ccc2nc(N3CCOCC3)sc2c1)c1ccccc1	-1%	3	-9	i	3%	1%	-3%	0.6
Cc1ccc(NC(=O)CCNS(=O)(=O)c2ccc3[nH]c(=O)oc3c2)cc1F	-4%	15	-3	i	2%	0%	-6%	-0.3
Cc1cc(Cl)ccc1C(=O)C1CCCN(C(=O)c2nonc2C)C1 (stereo not drawn)	-1%	-12	-14	i	10%	-29%	-16%	1.5
ON=C1CCN(c2ncc(C(F)(F)F)cc2Cl)CC1	-9%	-2	13	i	8%	2%	-37%[inhibitor][57.5 µM]	-1.1
C[C@H]1COC(=O)[C@H](CC(=O)OC(C)(C)C)C/C=C\C[C@@H](CC(=O)NCCO)C(=O)N1	-8%	-11	?	i	10%	-4%	-6%	1.3
CSC1=C(C#N)C(c2ccc(Cl)cc2)C2=C(CC(C)(C)CC2=O)N1 (stereo not drawn)	-1%	-1	-2	i	-4%	-1%	-5%	-2.4
O=C(CS(=O)(=O)c1ccc(F)cc1)Nc1nnc(-c2cccs2)o1	1%	-3	8	i	3%	5%	-6%	-0.1
Cn1cccc1Cc1nnc(SCC(N)=O)n1CCc1ccccc1	1%	-1	-5	i	2%	7%	-25%	-0.8
C=CCN1CCN(Cc2cnc(Cl)s2)CC1	-3%	-4	-26	i	1%	-3%	-30%	-1.5
COCCNc1nc(C)c(C(C)=O)s1	0%	-17	-17	i	12%	3%	-48%[inhibitor]	2.8
CCOc1ccccc1C(=O)Nc1cnn(Cc2ccc(F)cc2)c1	1%	7	15	i	2%	-1%	i	1.6
O=C(NCCN1C(=O)S/C(=C\c2ccccc2F)C1=O)C1CCN(S(=O)(=O)c2cccs2)CC1	1%	5	22	i	0%	-2%	-62%[inhibitor]	-0.4

A portion of the library; the hit share may differ from the screen's.
